Lamin A splicing: changes lamin A minigene splicing in HeLa cells; HeLa LMNA splicing GFP/RFP minigene ratio, 48 h; 200,000 compounds, 0.01% hits; Potency, µM (top dose mostly 46.1 µM), inactives show top-dose ratio change, negative = inhibition, hits mostly inhibitors; active means well fitted inhibition curve with a large enough effect in the signal ratio, with a control signal flat, not every such curve was filed as active; inconclusive means small, poorly fitted or top-dose-only effect, or effect the other way, or a change in a side signal; the % refers to the signal ratio; further: potency means the concentration at half of the fitted maximal effect; on the % scale 0 is the no-effect control and ±100 the full control effect
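S3 HeLa cells stably expressing lamin A-EGFP splicing minigene plus DsRed2, 600 cells/well, 48 h compound exposure at 37C. Laser-scanning cytometry; analysed as GFP (500-530 nm)/RFP (575-640 nm) total intensity ratio; 0.5% DMSO vehicle.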
CBFb-RUNX1 inh: blocks binding between human CBF-beta and RUNX1; Q01196+Q13951; AlphaScreen CBFb-His/RUNX1-biotin binding, biochemical; Potency, µM (series often up to 59.8 µM), inactives show at the highest dose activity, negative = inhibition, usual class: inhibitors; 230,000 tested, under 10 active; further: % of control where 0% means no effect
Target sequence (Q01196 whole entry, looked up): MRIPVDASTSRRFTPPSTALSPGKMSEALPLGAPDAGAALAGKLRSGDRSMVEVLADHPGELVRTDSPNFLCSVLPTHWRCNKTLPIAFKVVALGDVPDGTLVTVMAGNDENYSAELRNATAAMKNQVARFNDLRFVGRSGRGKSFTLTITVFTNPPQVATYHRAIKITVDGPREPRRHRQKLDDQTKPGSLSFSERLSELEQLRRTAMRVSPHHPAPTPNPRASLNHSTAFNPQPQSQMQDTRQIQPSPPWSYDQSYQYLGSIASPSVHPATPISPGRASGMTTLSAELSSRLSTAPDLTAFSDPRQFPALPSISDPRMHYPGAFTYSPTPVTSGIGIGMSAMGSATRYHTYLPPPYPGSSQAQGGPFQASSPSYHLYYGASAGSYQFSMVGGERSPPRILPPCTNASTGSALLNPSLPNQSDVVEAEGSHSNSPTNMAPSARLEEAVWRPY
Target sequence (Q13951 whole entry, looked up): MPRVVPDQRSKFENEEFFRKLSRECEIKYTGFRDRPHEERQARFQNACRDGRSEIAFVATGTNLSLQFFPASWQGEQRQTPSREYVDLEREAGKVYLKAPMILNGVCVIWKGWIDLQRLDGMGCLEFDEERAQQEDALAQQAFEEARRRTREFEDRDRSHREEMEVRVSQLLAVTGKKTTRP
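Read-out: AlphaScreen. Format: His-CBF-beta with biotinylated RUNX1 (30 nM each) preincubated 20 min, compound 15 min, Ni-chelate plus streptavidin beads 90 min; room temperature throughout.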
KinaseGlo FLuc: counter-screen: inhibitors of Kinase-Glo firefly luciferase; Q27757; Kinase-Glo luciferase, ATP luminescence, 8 min; Potency, µM (series often up to 38.3 µM), inactives show at the top dose activity change, negative = inhibition, most hits filed as inhibitors; 200,000 compounds, 0.28% hits; further: potency means the concentration at half of the fitted maximal effect; on the % scale 0 is the no-effect control and ±100 the full control effect; nearly all actives have a fitted effect of over 60% in size
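Light output from Kinase-Glo luciferase with luciferin and 10 uM ATP in 50 mM imidazole pH 7.2, KCl, MgCl2, Tween 20, BSA; compound pin-delivered, 8-min ambient incubation, then luminescence read.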
Epigenetic reg: epigenetic control regulation, reporter derepression; murine LDR cells, GFP reporter derepression, 30 h; Potency, µM (series often up to 53.9 µM), inactives show at the highest dose GFP activation, usual class: activators; 280,000 compounds, 0.2% hits; further: potency means the concentration at half of the fitted maximal effect; % of control where 0% means no effect; nearly all actives have a fitted effect of over 60% in size
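Derepression of a silenced CMV-GFP reporter in murine LDR cells is scored by enumerating GFP-positive cells with a laser-scanning microplate cytometer after 30 hours of treatment at 37 C.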
NPSR antag: blocks cAMP signaling of the human neuropeptide S receptor | 220,000 compounds, 1% hits | AID 1461 | CHO-NPSR cells, cAMP TR-FRET, antagonist mode | Potency, µM (highest dose often 38.3 µM), for inactives: at the top dose activity change, negative = inhibition, actives largely listed as inhibitors; further: potency means the concentration at half of the fitted maximal effect; on the % scale 0 is the no-effect control and ±100 the full control effect; nearly all actives have a fitted effect of over 50% in size; many of its hits are not listed in these tables
Target sequence (Q6W5P4 whole entry, looked up): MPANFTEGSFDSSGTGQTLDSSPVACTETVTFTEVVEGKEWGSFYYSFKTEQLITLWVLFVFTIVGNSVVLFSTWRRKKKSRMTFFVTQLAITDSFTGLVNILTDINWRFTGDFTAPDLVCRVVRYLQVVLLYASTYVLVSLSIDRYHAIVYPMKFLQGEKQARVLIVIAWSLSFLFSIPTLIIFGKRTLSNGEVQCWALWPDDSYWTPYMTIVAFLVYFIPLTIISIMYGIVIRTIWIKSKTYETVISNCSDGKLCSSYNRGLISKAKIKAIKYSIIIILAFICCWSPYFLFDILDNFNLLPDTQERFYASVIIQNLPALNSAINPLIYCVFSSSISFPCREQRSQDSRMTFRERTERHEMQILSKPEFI
HTT aggregate: mutant huntingtin aggregation inhibition; AID 1688; 220,000 compounds, 1.1% hits; PC12 HttQ103-GFP aggregates, Acumen cytometry, 40 h; Potency, µM (series often up to 46.1 µM), for inactives: top-dose activity change, negative = inhibition, most hits filed as inhibitors; further: potency means the concentration at half of the fitted maximal effect; on the % scale 0 is the no-effect control and ±100 the full control effect; nearly all actives have a fitted effect of over 60% in size
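Inducible Q103 Huntingtin exon 1–GFP PC12 line, 1500 cells/well in phenol red free DMEM with 5% equine and 5% calf serum. Tebufenozide 100 nM induced expression; compounds titrated; aggregates quantified by cytometry.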
IMPase Li inh: membrane-permeable IMPase blocker, potentiated with lithium. CHO-M1 cells, IP1 TR-FRET (IP-One), carbachol + lithium. Potency, µM (highest dose often 59.4 µM), without a hit: top-dose activity, negative = IMPase inhibition, actives largely listed as inhibitors. 210,000 compounds, 0.35% hits. AID 1457;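 further: IP1 builds up when IMPase is blocked and the TR-FRET signal falls; potency means the concentration at half of the fitted maximal effect; plate controls were basal vehicle for no effect and high inhibitor control for full effect; nearly all actives have a fitted effect of over 50% in size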
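CHO-M1, 2000 cells/well, 16–30 h culture; cpd + low Li+, 30 min 37C; lysis with d2-IP1/Eu-anti-IP1 Ab, 10 min RT; TR-FRET 665/620 ratio and 620 channel; AC50 via Hill.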
Starred values were filed as active, the others as inactive; ? = inconclusive; · = no result given; & = joins results of further samples; [ ] = another dose, or the depositor's remark. Unless noted, the call rests on the fitted dose curve; in most records, active means well fitted curve in the direction sought with a large enough effect; inconclusive means small, poorly fitted or top-dose-only effect, or another doubt; inactive means no such curve, though single readings can be large; an effect the other way counts as inactive or inconclusive. A portion of the library, so the mix of outcomes need not match the whole.

Below each compound: Lamin A splicing	CBFb-RUNX1 inh	KinaseGlo FLuc	Epigenetic reg	NPSR antag	HTT aggregate	IMPase Li inh
> c1ccc(C2CC3CC4(CCCC4)N2O3)cc1 (centres undefined)
    0.8%	3.7%	-6.9%	1.0%	0.7%[46.1 µM]	-21.2%	-6.3%[38.3 µM]
> COc1ccccc1Cn1c(SCC#N)nc2cc(C(=O)N3CCC4(CC3)OCCO4)ccc2c1=O
    1.1%[46 µM]	0.0%	0.0%	0.1%	-35.6%	-8.9%	12.4%
> CN1C(=O)C(Cc2c[nH]c3ccccc23)C(=O)N(C)C1=O
    -19.6%	2.3%	-1.0%	0.0%	2.6%[46.1 µM]	-16.4%	8.9%[38.3 µM]
> O=C(COc1ccc(Cl)cc1)N(c1ccccc1Cl)C1CN2CCC1CC2 (centres undefined)
    ·	4.5%	·	-1.1%	-16.1%	-0.4%[9.22 µM]	·
> O=C1C2CCCC1C(N1CCCC1)CC2 (centres undefined)
    -4.1%	2.5%	-0.6%	-1.0%	20.9%	16.3%	-8.6%
> Cc1cc(C)nc(N2Cc3ccccc3C2=N)n1
    ?	5.5%	4.7%	1.3%	-5.4%	23.1%	19.4%
> COc1ccc(Cn2c(O)c(C=NCCCn3ccnc3)c(=O)[nH]c2=O)cc1
    9.7%	-2.9%	-0.1%	-0.3%	0.2%[46.1 µM]	15.1%	-6.1%[38.3 µM]
> Cn1cccc1/C=C1\C(=O)NC(=O)N(Cc2ccco2)C1=O
    2.9%[46 µM]	?	-3.4%	0.0%	-32.5%	-6.4%	13.0%
> CC(=NCCCO)c1c(O)[nH]c(=O)[nH]c1=O
    ·	9.9%	·	-1.3%	-9.0%	3.4%[9.22 µM]	·
> c1csc(-c2nnc(Cc3cccc4ccccc34)o2)c1
    ?	15.1%	1.4%	-2.1%	-7.6%[46.1 µM]	-26.5%	4.3%
> C(#CCN1CCCCC1)COCc1ccccc1
    ?	12.2%	-0.1%	-7.2%	-5.8%	8.3%[9.22 µM]	24.0%
> COc1ccc(OC)c(C(O)C(C)N)c1 (centres undefined)
    -1.2%&-4.8%	8.2%&-19.1%&23.3%	2.2%&-1.8%&-3.2%	0.3%&-1.2%&0.8%	29.6%	-2.3%&-3.7%	0.4%&-6.2%&24.5%
> COc1ccc(CN2CCN(c3ccccc3)CC2)c(C)c1C
    ?	-5.8%	-2.5%	-1.3%	-8.2%[46.1 µM]	-7.2%	3.4%[38.3 µM]
> C=CC1CN2CCC1CC2c1[nH]c2ccccc2c1CCO (centres undefined)
    -1.0%	-6.7%	0.1%	1.0%	12.1%	-19.0%	3.5%
> O=C(CNS(=O)(=O)c1ccc(Br)s1)N1CCC2(CC1)OCCO2
    -0.4%	-3.9%	-3.9%	-1.1%	5.3%[46.1 µM]	0.3%	-10.8%[38.3 µM]
> CCOc1ccc2nc(N3CCC(C(=O)N4CCC5(CC4)OCCO5)CC3)sc2c1
    ?	-0.6%	-1.8%	-1.0%	-14.1%[46.1 µM]	-27.5%	45.0%[activator][38.3 µM]
> c1ccc([Se]c2c(-c3ccccc3)[se]c3ccccc23)cc1
    ·	?	-1.2%[39.9 µM]	11.1%	·	·	5.62µM*
> COc1ccc(C2N3CC(C)(C)CN23)cc1 (centres undefined)
    -2.9%	-3.6%	0.5%	-1.3%	14.1%	-7.7%	5.4%
> O=[N+]([O-])c1cccc(CN2CCN(Cc3ccc(Br)cc3)CC2)c1
    ·	-1.1%	0.1%	-1.2%	?	-22.4%	25.3%
> O=c1c2cc([N+](=O)[O-])ccc2nc(CN2CCOCC2)n1-c1ccccc1F
    -1.7%	-6.0%	3.0%	-2.3%	-21.9%[46.1 µM]	18.0%	32.2%[activator][38.3 µM]

Brought forward from above: 2 entries; new compounds follow.
Below each compound: Lamin A splicing	CBFb-RUNX1 inh	KinaseGlo FLuc	Epigenetic reg	NPSR antag	HTT aggregate	IMPase Li inh
> O=[N+]([O-])c1cccc(CN2CCN(Cc3ccc(Br)cc3)CC2)c1
    ·	-1.1%	0.1%	-1.2%	?	-22.4%	25.3%
> O=c1c2cc([N+](=O)[O-])ccc2nc(CN2CCOCC2)n1-c1ccccc1F
    -1.7%	-6.0%	3.0%	-2.3%	-21.9%[46.1 µM]	18.0%	32.2%[activator][38.3 µM]
> C=C(COC(C)=O)CC1CC(O)[C@]2(C)OC3CC4OC5C[C@]6(C)O[C@]7(C)CCC8OC9C[C@]%10(C)OC%11C(C)=CC(=O)OC%11CC%10OC9C[C@@H](C)C8OC7CC6O[C@]5(C)C/C=C\C4OC3CC2O1 (some centres undefined)
    ·	3.6%	·	2.9%	-21.2%	-2.4%[9.22 µM]	·
> COc1ccc2c(c1O)-c1cc(O)cc3c1[C@@H](C2)N(C)CC3
    ·	-17.3%	·	2.1%	·	·	-10.9%
> Cc1cccc(CS(=O)(=O)Cc2ccc(C(=O)N3CCC4(CC3)OCCO4)o2)c1
    -1.1%	3.1%	2.3%	0.0%	-14.9%[46.1 µM]	11.5%	30.3%[38.3 µM]
> O=C(C(=O)N1CC=C(c2ccccc2)CC1)c1c[nH]c2ccccc12
    ?	-12.0%	5.4%	-1.1%	9.2%	-15.8%	10.1%
> CCOP(=O)(OCC)C(O)c1cccc([N+](=O)[O-])c1 (centres undefined)
    ·	6.6%	1.4%	-1.2%	3.9%	-17.6%	2.6%
> COc1cccc(C2CC3C(=O)C=CC2N3Cc2ccccc2)c1 (centres undefined)
    ?	-2.5%	1.9%	3.4%	19.0%	?	10.8%
> Cc1cccc(-n2c(O)c(/C=N/Nc3nc4c(c(=O)n(C)c(=O)n4C)n3C)c(=O)[nH]c2=S)c1
    -7.6%	·	-1.5%	-1.0%	-6.7%	-19.9%	25.2%
> O=c1[nH]c(=O)n(C2CCCCCC2)c(O)c1C=NCCCN1CCOCC1
    -3.5%	8.8%	13.0%	0.3%	-8.5%[46.1 µM]	-3.8%	-5.4%[38.3 µM]
> Cc1cccc(-n2c(O)c(C=Nc3ccc(Br)cn3)c(=O)[nH]c2=O)c1
    2.2%[46 µM]	?	3.3%	-0.1%	19.3%	-22.3%[9.22 µM]	17.7%
> Cc1ncc(CN2CCCC(C(=O)c3cccc(OC(C)C)c3)C2)s1 (centres undefined)
    ?	2.6%	0.1%	1.6%	23.1%	-8.0%[9.22 µM]	22.9%
> CNC(=O)OCCc1nccn1C
    6.1%	9.1%	-3.2%	-3.2%	13.1%	13.6%	-4.6%
> O=C(O)CCn1cc(C=C2C(=O)NC(=S)NC2=O)c(-c2ccccc2)n1
    ·	-6.6%	-7.0%	-3.1%	11.6%	3.7%	-2.6%
> OCCOc1ccccc1
    ·	5.2%[21.7 µM]	·	·	·	-2.5%	15.8%
> O=c1[nH]c2ccccc2o1
    -5.9%	0.2%	-1.8%	0.0%	1.5%	-15.9%	-7.4%
> O=C(O)C(Cc1cnc[nH]1)NS(=O)(=O)c1ccc(Cl)cc1 (centres undefined)
    -6.5%	0.7%	0.2%	-1.1%	17.9%	11.7%	-3.1%
> Cc1ccccc1-n1c(-c2ccco2)nc2ccccc2c1=O
    ?	-1.3%	3.1%	-0.8%	7.9%[46.1 µM]	-4.6%	2.6%
> COC(=O)C(O)C(O)(CCC(C)C)C(=O)OC1C(OC)=CC23CCCN2CCc2cc4c(cc2C13)OCO4 (centres undefined)
    ·	4.9%	-0.4%[39.9 µM]	-1.0%	·	·	-0.8%
> CNCC[C@H](Oc1cccc2ccccc12)c1cccs1
    -15.2%	-0.7%	·	-0.5%	-51.2%	?	·
> CN(C)C(CNC(=O)Cc1c(Cl)cccc1Cl)c1ccccc1 (centres undefined)
    -9.9%[46 µM]	2.8%	3.1%	1.6%	3.7%	14.0%	22.3%
> CCN1C[C@@]2(C)CC[C@@H](OC)[C@@]34C2C(O)[C@@]2(OCO[C@]25CC(OC)C2C[C@@]3(O)C5C2O)C14 (some centres undefined)
    ·	29.5%	-4.3%	0.0%	·	·	11.9%

Brought forward from above: 3 entries; new compounds follow.
Below each compound: Lamin A splicing	CBFb-RUNX1 inh	KinaseGlo FLuc	Epigenetic reg	NPSR antag	HTT aggregate	IMPase Li inh
> CNCC[C@H](Oc1cccc2ccccc12)c1cccs1
    -15.2%	-0.7%	·	-0.5%	-51.2%	?	·
> CN(C)C(CNC(=O)Cc1c(Cl)cccc1Cl)c1ccccc1 (centres undefined)
    -9.9%[46 µM]	2.8%	3.1%	1.6%	3.7%	14.0%	22.3%
> CCN1C[C@@]2(C)CC[C@@H](OC)[C@@]34C2C(O)[C@@]2(OCO[C@]25CC(OC)C2C[C@@]3(O)C5C2O)C14 (some centres undefined)
    ·	29.5%	-4.3%	0.0%	·	·	11.9%
> CCOc1ccc(Cn2c(=O)oc3ccc(C)cc32)cc1OC
    ?	8.9%	-1.2%	-0.7%	-21.8%[46.1 µM]	?	-4.1%[38.3 µM]
> CC(=O)Nc1cc(C(=O)N2CCC3(CC2)OCCO3)ccc1S(=O)(=O)c1ccc(Cl)cc1
    3.4%	-3.5%	17.0%	-0.1%	-3.7%[46.1 µM]	13.9%	51.2%[activator][38.3 µM]
> O=C1N=c2ccccc2=C/C1=C\c1c(O)[nH]c(=S)[nH]c1=O
    -5.0%	-6.9%	-1.9%	-1.0%	-8.7%	-1.5%	-3.7%
> Cc1ccc2c(c1)C(c1ccccc1)NCC(=O)N2 (centres undefined)
    6.2%	0.9%	-1.5%	0.0%	3.0%[46.1 µM]	-15.2%	-6.1%[38.3 µM]
> Nc1nc(N)c2nc(CNc3ccc(C(=O)NC(CCC(=O)O)C(=O)O)cc3)cnc2n1 (centres undefined)
    ?	6.8%&5.7%	0.2%&-11.2%	5.9%&-1.3%	11.3%[46.1 µM]	6.2%	3.5%&2.4%
> Cc1ccc(C2N(c3cc(C)on3)C(=O)C3CCCN32)cc1 (centres undefined)
    0.9%	0.0%	-0.8%	-1.1%	-5.3%[46.1 µM]	15.0%	1.5%[38.3 µM]
> CC(C)COP(=O)(OCC(C)C)C(O)c1cccnc1 (centres undefined)
    -0.2%	5.5%	-1.5%	-1.8%	26.1%	-5.2%	5.4%
